CD40 NFkB inh: CD40 pathway inhibition in BL2 cells. BL2 NF-kB luciferase reporter, CD40L-induced, 4 h. 83,000 tested, 0.94% active. AID 1053188. inhibition, % at 10 µM;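 active = mean inhibition of at least 50% with a set share of replicates also reaching that level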;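 also: 0% = neutral control wells and 100% = IKK inhibitor VII at 50 µM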
Starred values were filed as active, the others as inactive; & = joins results of further samples; [ ] = dose if it differs, or a comment.

SMILES	CD40 NFkB inh
COc1ccc(Cl)cc1NC(=O)COc1ccc2c(c1)OCO2	-19
CC(=O)NCC1CCCN(c2nc3nonc3nc2N(C)Cc2ccccc2)C1 (stereo unspecified)	8
Cc1ccc(-c2csc(Nc3ccc(S(N)(=O)=O)cc3)n2)o1	14
CN1c2ccc(C3=CCCCC3)cc2[C@@H]2[C@@H](CCN2C(=O)C2CCC2)[C@H]1CO	8
Cc1ccc(S(=O)(=O)N2CCOCC2)cc1C(=O)N1CCN(c2ncccn2)CC1	-3
CCC(=O)N1[C@H](CN(CC)C(=O)c2cccc(F)c2)[C@@H](c2ccccc2)[C@@H]1CO	-10[25 µM]
CC(=O)c1cnc(N2CCCCC2)nc1C	-1
CCCC(O)(c1ccccc1)C(c1ccccc1)c1ccccn1 (stereo unspecified)	5
Cn1c(CCN2CCOCC2)nc2cc(NS(=O)(=O)c3ccccc3)ccc21	10
Cn1c(CCC(=O)Nc2cc(S(C)(=O)=O)ccc2Cl)nc2cc(S(=O)(=O)N3CCOCC3)ccc21	7
COc1ccc(Cn2c(=O)[nH]c3cc(OC)c(OC)cc3c2=O)cc1	3
O=[N+]([O-])c1cnn2cc(Br)cnc12	-5
CCN(C[C@H]1[C@H](c2ccc(C3=CCCCC3)cc2)[C@H](CO)N1CC1CC1)C(C)=O	1[25 µM]
CCOCC(=O)NCc1ccc2c(c1)OCO2	5
O=C1CCN(Cc2ccccc2)C(=S)N1	11
Cc1cccc(C)c1NC(=O)CN1C(=O)NC(C)(C2CC2)C1=O (stereo unspecified)	7
COc1ccc2nc(NC(=O)CCn3cccc3)sc2c1	-13
COc1cccc(NC(=O)Nc2ccc3c(c2)C(=O)N(C)C[C@H](OC)[C@H](C)CN[C@H](C)CO3)c1	7[25 µM]
COC(=O)c1ccccc1S(=O)(=O)N1CCC(C(=O)OC(C)C(=O)NC(N)=O)CC1 (stereo unspecified)	7
CC1=NN(C(=O)c2ccncc2)C(=O)C1N=Nc1ccc2ccccc2c1 (stereo unspecified)	-51

Entries shown so far containing a Cl atom (2):
SMILES	CD40 NFkB inh
COc1ccc(Cl)cc1NC(=O)COc1ccc2c(c1)OCO2	-19
Cn1c(CCC(=O)Nc2cc(S(C)(=O)=O)ccc2Cl)nc2cc(S(=O)(=O)N3CCOCC3)ccc21	7

The list continues.
SMILES	CD40 NFkB inh
CN(C1CCCCC1)S(=O)(=O)c1ccc(-c2ccccn2)s1	6
CCOC(=O)C1(Cc2cccc(OC)c2)CCN(CC2CC=CCC2)CC1 (stereo unspecified)	2
Cc1ccc(OCCC(=O)OCC(=O)Nc2ccc(F)cc2)cc1	16
C[C@H]1CN([C@@H](C)CO)C(=O)c2ccccc2-c2ccccc2CO[C@@H]1CN(C)C(=O)c1ccncc1	-14
O=C(Nc1cccc(F)c1)N1C[C@@H]2[C@H](c3ccccc31)[C@@H](CO)N2C(=O)c1cccnc1	-5
O=S(=O)(CCSc1ccccn1)c1nc2ccccc2s1	59*
COc1ccc2c(CC(=O)OCC(=O)c3ccccc3OC)coc2c1	0
C/C=C/c1ccc([C@H]2[C@@H](CO)N(S(=O)(=O)CC)[C@@H]2CN(C)C(=O)CC)cc1	-7[25 µM]
Cc1onc(-c2ccccc2Cl)c1C(=O)OCC(=O)c1ccc2c(c1)OCCO2	25
CNCCOCC(O)CSc1ccccc1 (stereo unspecified)	1
O=C(c1ccccn1)N1CC[C@@H]2[C@H]1c1cc(-c3ccc(F)cc3)ccc1N[C@@H]2CO	-41[25 µM]
CCOC(=O)COc1nc(-c2ccco2)cc(-c2ccco2)c1C#N	11
O=C(Nc1cccc(Cl)c1)c1ccc2c(c1)SC1=NS(=O)(=O)CCN12	3
Cn1c(=O)[nH]c(=O)c2c1nc(N1CCC(Cc3ccccc3)CC1)n2Cc1ccccc1	24
COc1ccc(CN(C)C[C@@H]2OCc3cnnn3CCCC(=O)N([C@H](C)CO)C[C@@H]2C)cc1	6[25 µM]
N#Cc1nc(COc2ccccc2)oc1N1CCN(Cc2ccccc2)CC1	0
COc1ccc(C(=O)CCC(=O)Nc2ccc(N3CCCCC3)cc2)cc1OC	5
O=C(NCCN1CCOCC1)c1ccc(-c2ccccc2)cc1	-1
Cc1ccc(CN2CCC(Oc3ccc(C(=O)NCc4ccccn4)cc3)CC2)o1	12
Cn1cc(CN2CCC(n3nccc3NC(=O)CCc3ccccc3)CC2)cn1	6
CN(CC(=O)Nc1cccc(F)c1)C(=O)Cn1c(=O)cnc2ccccc21	9
COCCNC(=O)c1ccc(C2SCC(=O)N2CCc2ccccc2)cc1 (stereo unspecified)	10
CCn1c2ccccc2c2cc(NS(=O)(=O)c3ccc(C)cc3)ccc21	16
COc1ccc(-c2ccc(SCC(=O)Nc3nnc(C)s3)nn2)cc1	-37
CN(c1ccccc1C(=O)O)S(C)(=O)=O	6
CC12CCC3c4ccc(O)cc4CCC3C1CC(=NO)C2O (stereo unspecified)	1
COc1ccc(CN(C)C[C@@H]2OCCCC[C@@H](C)Oc3ccc(NC(=O)Nc4ccc5c(c4)OCO5)cc3C(=O)N([C@@H](C)CO)C[C@@H]2C)cc1	16
CCOc1ccc(/C=C\C(C)=N\O)cc1	-23
O=C(C1CCCC1)N1CC(=O)N2[C@@H](CO)[C@H](c3ccc(C#Cc4cccc(F)c4)cc3)[C@@H]2C1	3
Cc1ccc(C)c(NC(=O)CN(C)C(=O)Cn2c(=O)oc3ccccc32)c1	-4
N#C[C@H]1[C@@H](c2ccccc2C2=CCCCC2)[C@@H](CO)N1C(=O)c1cccc(F)c1	2[25 µM]
Clc1ncc(CN2CCN(c3ccccc3)CC2)s1	3
CO[C@H]1CN(C)C(=O)c2cc(NC(=O)c3ccc(Oc4ccccc4)cc3)ccc2OC[C@H](C)NC[C@H]1C	5&-9[25 µM]
Nc1nccnc1C(=O)OCc1nc2sc3c(c2c(=O)[nH]1)CCCC3	10
Cc1ccc(NC(=O)CN(C)C(=O)COc2cccc3cccnc23)cc1	4
CCOc1cc(C(=O)NC(=S)Nn2cnnc2)cc(OCC)c1OCC	5
Cn1c(=O)oc2cc(S(=O)(=O)N3CCCC(C(=O)Nc4ccccn4)C3)ccc21 (stereo unspecified)	12
Cc1ccnc(SCC(=O)N2CCCc3ccccc32)n1	-6
O=C(O)[C@H]1[C@H](CO)[C@H]2Cn3c(ccc(-c4cccc(F)c4)c3=O)[C@H]2N1C(=O)c1ccccn1	1[25 µM]
O=C(c1ccc2ccccc2c1)N1CCN(c2ccc([N+](=O)[O-])c(N3CCOCC3)c2)CC1	4
O=C(C[C@H]1C[C@@H]2c3cc(NC(=O)c4ccc5c(c4)OCO5)ccc3O[C@@H]2[C@@H](CO)O1)NC1CCCC1	-3
CC(C)(C)NC(=O)NC(=O)COC(=O)c1cccc(OC(F)F)c1	2
N#C[C@H]1[C@@H](c2ccc(C3=CCCC3)cc2)[C@@H](CO)N1C(=O)NC1CCCCC1	35[25 µM]
C[C@H](NC(=O)C[C@@H]1CC[C@H]2[C@H](COc3ccc(NC(=O)C4CCOCC4)cc3C(=O)N2C)O1)c1ccccc1	3[25 µM]
Cc1ccc(S(=O)(=O)CCC(=O)Nc2cc(Cl)ccc2-n2cncn2)cc1	9
Cc1cccc(/C=N/NC(=O)c2ccncc2)n1	11
CO[C@H](CN(C)Cc1ccc2c(c1)OCO2)[C@@H](C)CN(C(=O)c1ccccc1)[C@H](C)CO	-1[25 µM]
O=C(Cc1cccnc1)N1[C@H](CO)[C@H]2c3ccccc3NC[C@H]21	-3[25 µM]
C#CCOC(=O)c1ccccc1C(=O)O	5
O=C(NCCCN1CCOCC1)c1nn(-c2ccccc2)c(=O)c2ccccc12	4
COc1ccc(NC(=O)CC(C)C)c([N+](=O)[O-])c1	7
Oc1ccccc1-n1nc2ccc3nonc3c2n1	-14
NC(c1ccccc1)c1csc(NC(=O)Nc2cccc(Cl)c2)n1 (stereo unspecified)	47
CC(=O)N1C(C)(C)CC(=NOC(=O)c2ccc(C)cc2)CC1(C)C	1
N#C[C@@H]1[C@H](c2ccc(C#Cc3ccccc3F)cc2)[C@@H](CO)N1C(=O)c1cccnc1	78*[25 µM]
CCCCN(C(=O)C1CC(=O)N(Cc2ccc(C)cc2)C1)c1c(N)n(CCCC)c(=O)[nH]c1=O (stereo unspecified)	-1
O=C(CCN1CCCCC1)NCC[C@@H]1CC[C@H](NS(=O)(=O)c2cccc(Cl)c2)[C@H](CO)O1	-2[25 µM]
Cc1ccc2nc(C)cc(N/N=C/c3ccc(F)cc3)c2c1	-12
C(#Cc1ccccc1)CN1CCCCC1	18
Cc1ccc(-c2nnnn2-c2ccccc2C(=O)O)cc1	-3
The list goes on.
SMILES	CD40 NFkB inh
CC(=O)N1[C@H](CO)[C@H](c2ccc(C#CC3CCCCC3)cc2)[C@H]1CNCC(C)C	6[25 µM]
COc1ccc(C(=O)C(C)OC(=O)c2nc3nccc(C)n3n2)cc1 (stereo unspecified)	2
CCC(=O)N=c1sc2cc(F)cc(F)c2n1C	-20
O=S(=O)(NCc1ccco1)c1ccc2c(c1)Cc1ccccc1-2	-3
CC(NCC(O)COc1ccc(S(=O)(=O)N2CCOCC2)cc1)c1ccccc1 (stereo unspecified)	5
Cn1ncc([N+](=O)[O-])c1C(=O)Nc1cccc2ccccc12	6
CCN(CC)CCN(Cc1cc2ccc(C)cc2[nH]c1=O)C(=O)NC1CCCCC1	2
CC(C)(C)n1nc(C2CC2)cc1NC(=O)Nc1ccccc1	-2
Cc1nc(-c2nc(C(=O)NNS(C)(=O)=O)cs2)cs1	1
COc1ccc(C2CC(=O)c3cnc(NC(=O)c4ccccc4)nc3C2)c(OC)c1 (stereo unspecified)	9
COc1cc(C(=O)O)c2ccccc2n1	14
Cc1occc1C(=O)Nc1sc2c(c1C(N)=O)CCCCC2	-14
Cc1ccccc1S(=O)(=O)N(C)C[C@@H]1OCc2ccccc2-c2ccccc2C(=O)N([C@H](C)CO)C[C@H]1C	13
CN(C)C(=O)c1sccc1Oc1ccc(F)cc1[N+](=O)[O-]	4
CN(C(=O)c1ccccc1C(=O)OCC(=O)c1ccc(Br)cc1)c1ccccc1	-7
CCCCCn1nc(C(=O)OCC(=O)c2c(N)n(C)c(=O)n(C)c2=O)c2ccccc2c1=O	10
CSCC[C@H](NC(=O)Nc1ccccc1C)C(=O)O	6
CCn1c(=O)n(CC(=O)NCc2ccco2)c(=O)c2ccccc21	10
Cc1ccc(N2CCN(S(=O)(=O)N3CCCCCC3)CC2)cc1Cl	25
COc1cccc(C#Cc2ccc([C@@H]3[C@H](C#N)N[C@H]3CO)cc2)c1	-38[25 µM]

For convenience, three of the compounds above:
SMILES	CD40 NFkB inh
CC12CCC3c4ccc(O)cc4CCC3C1CC(=NO)C2O (stereo unspecified)	1
COc1ccc(CN(C)C[C@@H]2OCCCC[C@@H](C)Oc3ccc(NC(=O)Nc4ccc5c(c4)OCO5)cc3C(=O)N([C@@H](C)CO)C[C@@H]2C)cc1	16
CCOc1ccc(/C=C\C(C)=N\O)cc1	-23

Entries listed above marked active in CD40 NFkB inh.
SMILES	CD40 NFkB inh
O=S(=O)(CCSc1ccccn1)c1nc2ccccc2s1	59*
N#C[C@@H]1[C@H](c2ccc(C#Cc3ccccc3F)cc2)[C@@H](CO)N1C(=O)c1cccnc1	78*[25 µM]

Further structures follow:
SMILES	CD40 NFkB inh
COc1ccc(NC(=O)COC(=O)Cc2c[nH]c3ccccc23)cc1Cl	-3
Cc1ccccc1S(=O)(=O)N1[C@H](C#N)[C@H](c2ccc(-c3ccc(F)cc3)cc2)[C@@H]1CO	-13[25 µM]
COc1cc(/C=C/c2ccc(OC)cc2OC)cc(OC)c1	-22[25 µM]
CC(C)(C)N(Cc1ccccc1)C(=O)COC(=O)C1CCCCC1	10
CCOc1ccc2nc(SCC(=O)NCC3CCCO3)sc2c1 (stereo unspecified)	-6
COc1ccc(S(=O)(=O)N(C)c2ccccc2)c2cccnc12	1
CCC(=O)N1[C@H](C(=O)N(C)C)[C@@H](CO)[C@@H]2Cn3c(ccc(-c4ccccc4)c3=O)[C@@H]21	-1[25 µM]
COc1cccc(C(=O)Nc2ccc3c(c2)OC[C@H](C)N(C(=O)C2CCCC2)C[C@H](C)[C@H](OC)CN(C)C3=O)c1	6
C/C=C/c1ccc([C@H]2[C@@H](CO)N3C(=O)CN(C(=O)c4ccncc4)C[C@@H]23)cc1	0[25 µM]
CCCN(CC1CC1)C(=O)COC(=O)c1ccc(C)cc1O	-24
CO[C@H]1CN(C)C(=O)c2ccc(NS(C)(=O)=O)cc2OC[C@@H](C)N(CC2CC2)C[C@@H]1C	-3[25 µM]
CC(C)[C@H](NC(=O)c1ccccc1)C(=O)OCC(=O)NCc1ccc(F)cc1	-8
CCCNC(=O)Nc1ccc2c(c1)OC[C@H](C)N(Cc1cncnc1)C[C@H](C)[C@H](OC)CN(C)C2=O	-6[25 µM]
Cc1cc(C)n(-c2cc(-c3ccccc3)nc(C)n2)n1	-4
O=C(C[C@H]1C[C@H]2c3cc(NS(=O)(=O)c4ccc(F)cc4)ccc3O[C@H]2[C@H](CO)O1)NC1CCCC1	2
CN1CCN(C(=O)C[C@H]2CC[C@H]3[C@@H](COc4ccc(NC(=O)C5CCOCC5)cc4C(=O)N3C)O2)CC1	-12[25 µM]
CCc1sc(N2[C@H](C#N)[C@H](c3ccccc3-c3cccc(F)c3)[C@H]2CO)nc1C	3[25 µM]
CS(=O)(=O)N1[C@H](C#N)[C@@H](c2ccc(C#CC3CCCCC3)cc2)[C@@H]1CO	6
O=C(Nc1ccc(N2CCCCC2)cc1)c1cccnc1	-60
Cc1ccc(OCC2Cn3c(nc4c3c(=O)[nH]c(=O)n4C)O2)cc1 (stereo unspecified)	1
O=C(COC(=O)C1=COCCO1)Nc1ccc(Br)cc1Br	1
CCCC(=O)Oc1ccc2[nH]c(C(=O)c3cc4ccccc4[nH]3)cc2c1	-5[25 µM]
CCOC(=O)Cn1nc(C)c(NC(=O)CCc2ccc(OC)cc2)c1C	-2
COc1ccc2c3c(n(C)c2c1)[C@@H](CO)N(C(=O)c1ccccc1)CC31CCN(C(=O)c2ccccc2)CC1	5[25 µM]
COC(=O)c1sc(NC(=O)c2ccc(Cn3cc(Cl)cn3)o2)c(C#N)c1C	15

A portion of the library. The share of hits here may be higher or lower than overall.
